# A549 tox: counter-screen for Nrf2 inhibitors: cytotoxicity in A549 cells; A549 ARE-Fluc cells, CellTiter-Fluor viability, 18-24 h; Potency, µM (highest dose often 46 µM), for the others: at the top dose activity change, negative = cytotoxicity, actives largely listed as inhibitors; 390,000 compounds, 0.16% hits; AID 504648; further: potency means the concentration at half of the fitted maximal effect; on the % scale 0 is the no-effect control and ±100 the full control effect
#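 A549 ARE_Fluc cells in 5% FBS OPTI-MEM were exposed to compounds in concentration-response for 18-24 h at 37 deg C. Viability was read by CellTiter-Fluor fluorescence (Ex 405/Em 525) after 30 min, before the luciferase read.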
# IL2 activator: activates IL-2 in a cell-based reporter assay; AID 652025; activation, % (series mostly up to about 46 µM); IL-2 activation reporter assay, cell-based qHTS; stimulated with anti-CD3/CD4/CD28 beads; in transgenic mouse T cells; 360,000 compounds, 0.065% hits; in the data active means activation above about 50%; inconclusive means mostly about 30% to 49%; further: 0% is about no effect
#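 Screening format: compound pinned onto unstimulated transgenic mouse T cells, 60 min incubation, then anti-CD3/anti-CD4/anti-CD28 bead stimulation for 18 hours at 37 degrees C, followed by EGFP and DsRed detection.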
# Nrf2 inh: Nrf2 pathway inhibition; Potency, µM (titrated, usually from 46 µM), inactives show top-dose activity change, negative = inhibition, hits mostly inhibitors; A549 ARE-Fluc reporter, luciferase luminescence, 18-24 h; 360,000 compounds, 2.1% hits; further: potency means the concentration at half of the fitted maximal effect; on the % scale 0 is the no-effect control and ±100 the full control effect; nearly all actives have a fitted effect of over 60% in size
#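 Nrf2 function is reported as luminescence of an ARE-controlled luciferase in A549 cells. Compounds were tested at several concentrations, and a CellTiter-Fluor read on the same wells flagged cytotoxicity.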
# TGFb SMAD3 inh: inhibitors of TGF-b signaling; HepG2 CAGA-GFP TGF-b/SMAD3 reporter, GFP fluorescence, 18 h; TGF-beta stimulated, 500 pg/mL final; Potency, µM (titrated, usually from 46.1 µM), for inactives: at the highest dose activity, negative = inhibition, most hits filed as inhibitors; 410,000 compounds, 1.2% hits; AID 588855; further: potency means the concentration at half of the fitted maximal effect; on the % scale 0 is the no-effect control and ±100 the full control effect; nearly all actives have a fitted effect of over 65% in size
#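 Inhibition of TGF-beta-driven CAGA-GFP reporter expression in HEPG2 cells is measured by cellular GFP fluorescence after 18 h stimulation with 500 pg/mL recombinant TGF-beta in 1% FBS medium at 37 degrees C.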
# ATXN2 expr inh: inhibitors of ATXN2 expression | Potency, µM (top dose mostly 57 µM), for the others: at the top dose activity change, negative = inhibition, actives largely listed as inhibitors | AID 1745845 | 360,000 compounds, 0.72% hits | HEK-293 ATXN2-luciferase reporter, luminescence, 24 h; further: potency means the concentration at half of the fitted maximal effect; on the % scale 0 is the no-effect control and ±100 the full control effect; nearly all actives have a fitted effect of over 55% in size
#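 qHTS (up to 57 uM final) was run with 24 h compound exposure of reporter cells at 37 °C. Each well was multiplexed: SteadyGlo luminescence measured ATXN2-luciferase expression after a fluorogenic Gly-Phe-AFC viability readout (25 uM final).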
# Nrf2 ARE act: activates Nrf2 signaling. 410,000 compounds, 0.31% hits. AID 624171. AREc32 ARE-luciferase reporter (MCF7-derived line), luminescence, 24 h. Potency, µM (top dose mostly 46.1 µM), for the others: at the highest dose activation, hits mostly activators; further: potency means the concentration at half of the fitted maximal effect; % of control where 0% means no effect; nearly all actives have a fitted effect of over 65% in size
#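 ARE activation measured as luciferase luminescence (Steady-Glo, 30 min RT) in AREc32_Fluc cells after 24 hr compound exposure at 37 deg C, 5% CO2; cells seeded overnight at 1000/well in OPTI-MEM, 5% FBS.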
# EPAC2 agonist: agonists of human EPAC2 (RAPGEF4). EPAC2 activation, biochemical qHTS; response scale: 100% = 6.5 mM cAMP response. Potency, µM (highest dose often 154 µM), for inactives: at the top dose activation, most hits filed as activators. 360,000 compounds, 0.079% hits; further: potency means the concentration at half of the fitted maximal effect; nearly all actives have a fitted effect of over 50% in size
# Target sequence (Q8WZA2 whole entry, looked up): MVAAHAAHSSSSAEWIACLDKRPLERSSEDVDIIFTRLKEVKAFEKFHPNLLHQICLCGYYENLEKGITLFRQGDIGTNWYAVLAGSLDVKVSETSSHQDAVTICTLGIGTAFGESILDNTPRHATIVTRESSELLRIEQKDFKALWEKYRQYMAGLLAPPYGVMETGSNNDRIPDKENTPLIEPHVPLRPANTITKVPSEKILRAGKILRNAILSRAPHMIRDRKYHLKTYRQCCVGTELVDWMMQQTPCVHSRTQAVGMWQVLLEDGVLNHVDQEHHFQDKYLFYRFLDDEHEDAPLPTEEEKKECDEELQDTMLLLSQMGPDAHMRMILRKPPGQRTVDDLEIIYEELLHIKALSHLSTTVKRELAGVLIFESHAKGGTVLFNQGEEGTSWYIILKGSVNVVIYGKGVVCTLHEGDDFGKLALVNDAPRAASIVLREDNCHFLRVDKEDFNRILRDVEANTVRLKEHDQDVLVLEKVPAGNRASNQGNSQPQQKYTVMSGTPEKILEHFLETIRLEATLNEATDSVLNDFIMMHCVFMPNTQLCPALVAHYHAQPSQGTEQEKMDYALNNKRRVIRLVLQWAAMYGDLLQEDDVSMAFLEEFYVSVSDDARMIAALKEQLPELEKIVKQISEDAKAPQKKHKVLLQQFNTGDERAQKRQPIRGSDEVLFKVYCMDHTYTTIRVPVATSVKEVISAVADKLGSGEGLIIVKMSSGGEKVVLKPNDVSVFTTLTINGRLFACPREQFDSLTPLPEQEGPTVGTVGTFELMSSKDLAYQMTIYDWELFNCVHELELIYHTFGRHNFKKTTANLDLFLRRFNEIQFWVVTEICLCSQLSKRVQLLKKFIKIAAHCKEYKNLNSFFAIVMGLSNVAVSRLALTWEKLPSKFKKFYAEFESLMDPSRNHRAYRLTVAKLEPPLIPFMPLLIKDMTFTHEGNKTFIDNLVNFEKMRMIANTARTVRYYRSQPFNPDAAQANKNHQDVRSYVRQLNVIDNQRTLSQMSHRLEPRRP
#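 Exchange assay: 100 nM EPAC2 with 250 nM Rap1B-BODIPY-GDP and 50 uM GDP. Fluorescence (ex 480/em 540 nm) read every 5 min for 30 min at room temperature. Data normalized to 6.5 mM cAMP as agonist control.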
# HepG2 tox: kills HepG2 cells in TGF-b inhibitor counter-screen; Potency, µM (doses to about 46.1 µM), for inactives: top-dose activity change, negative = cytotoxicity, actives largely listed as cytotoxic; HepG2 CAGA-GFP viability, ATP luminescence, 18 h; 410,000 compounds, 0.76% hits; AID 588856; further: potency means the concentration at half of the fitted maximal effect; some results filed as inactive show a strong effect at the top dose
#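 CellTiter-Glo luminescence gave cytotoxicity after 18 hours at 37 degrees C. The cells were HepG2 CAGA-GFP in 1% FBS DMEM, stimulated with 500 pg/mL TGF-beta after compound addition. %Activity was normalised to no-cell wells (complete cell-killing) and DMSO (no toxicity), and curves were fitted and classified.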
# ATXN viability: viability counter-screen for ATXN expression inhibitors; Potency, µM (series often up to 56.7 µM), actives largely listed as cytotoxic; S2 cells (HEK-293 line with an ATXN2-luciferase reporter) viability, CellTiter-Fluor protease fluorescence, 24 h; 400,000 compounds, 0.49% hits; further: potency means the concentration at half of the fitted maximal effect; nearly all actives have a fitted effect of over 40% in size
# * = called active by the depositor; i = inactive; ? = inconclusive; · = not tested or not shown; [ ] = dose if it differs, or a comment. Unless noted, the call rests on the fitted dose curve; in most records, active means well fitted curve in the direction sought with a large enough effect; inconclusive means small, poorly fitted or top-dose-only effect, or another doubt; inactive means no such curve, though single readings can be large; an effect the other way counts as inactive or inconclusive.
mol,IL2 activator,ATXN2 expr inh,EPAC2 agonist,A549 tox,Nrf2 ARE act,HepG2 tox,Nrf2 inh,ATXN viability,TGFb SMAD3 inh
OC(COCC1COc2ccccc2O1)CN1CCc2ccccc2C1 (configuration not stated),0.5,-17%,-6%,2%,-0.8%,-26%,-2%,i,-3%
CCN1CCC(O)(/C=C/c2ccc(C)cc2)C(C(=O)/C=C/c2ccc(C)cc2)C1 (configuration not stated),-0.7,?,0%,-8%,?,-97%,-22%,·,11µM*
O=C(OCCN1C(=O)c2ccccc2C1=O)C1CC(O)CN1S(=O)(=O)c1ccc(Cl)cc1 (configuration not stated),-2.5,3%,-4%,1%,0.0%,2%,16%,?,-16%
C[C@H]1CN([C@@H](C)CO)C(=O)c2cccc(NC(=O)Nc3ccc(C(F)(F)F)cc3)c2O[C@@H]1CN(C)Cc1ccc(Cl)c(Cl)c1,-0.8,0%,-9%,?,-2.2%,13µM*,?,14µM*,?
COc1ccccc1Nc1nc(N)nc(CSC(=S)N2CCOCC2)n1,-0.2,40%[activator],12%,1%,6.1%,6%,18%,i,-1%
CC(C)NC(=O)CC(=O)Nc1ccc2nc3n(c(=O)c2c1)CCCCC3,·,1%,·,7%,-1.1%,-20%,-12%[9.27 µM],i,2%
COc1cc(CO)ccc1Oc1nc2ccccc2n2cnnc12,0.7,·,14%,13%,0.2%,-1%,20%,i,-19%
NS(=O)(=O)c1ccc(CCNS(=O)(=O)c2ccc(Cl)nc2)cc1,-2.1,-7%,7%,0%,-0.6%,-1%,-9%,i,-11%
CCOC(=O)Nc1ccc2c(c1)ncn2C1CCCCC1,-1.1,58%[activator],5%,7%,3.3%,-21%,17%,i,-11%
CN1CCN(c2nc(-c3ccccc3)cc(C(F)(F)F)n2)CC1,-3.0,?,5%,-2%,0.2%,-38%,-19%,?,-1%
CCOc1ccc(-c2nnc(NC(=O)C3CCCC3)o2)cc1,3.9,10%,-1%,1%,0.3%,11%,11%,i,7%
COC(=O)c1cccc(NC(=O)CN2CCOCC2)c1,0.3,3%,7%,0%,0.1%,-6%,-28%,i,1%
CN(C)C=Nc1ccc([N+](=O)[O-])c2ccccc12,-2.8,·,10%,·,0.4%,-20%,·,i,1%
CC[C@@H]1CC2=C(C(=O)OC(C)(C)O2)[C@H](c2ccc(Cl)cc2)O1,-0.4,3%,6%,·,0.0%,-19%,·,?,?
O=C(Cn1c(=O)n(-c2ccc(F)cc2)c(=O)c2sccc21)Nc1cccc(C(F)(F)F)c1,·,·,·,-17%,2.1%,-27%,?,·,?
Cc1ccc(S(=O)(=O)NCc2nnc(SCC(=O)Nc3cccc(C)c3C)n2C)cc1,-2.2,-2%,7%,1%,-0.2%,-22%,0%,i,?
Cc1ccc(NC(=O)C2CCCN(S(=O)(=O)c3c(C)noc3/C=C/N(C)C)C2)cc1F (configuration not stated),-2.0,?,12%,-1%,-0.2%,-23%,10%,i,-21%
CN(Cc1ccccc1)S(=O)(=O)CCNC(=O)c1ccc2c(c1)OCO2,1.6,9%,2%,2%,0.2%,1%,2%,i,8%
Cc1ccc(C)c(N2CCN(CCCNC(=O)Cn3c(-c4cccs4)cc4ccccc43)CC2)c1,·,25µM*,·,?,-3.0%,-107%,?,?,13µM*
Cn1c(/C(C#N)=C(\O)c2ccc(Br)s2)nc2ccccc21,1.2,·,6%,25%,1.6%,-36%,?,·,7%

# Remaining list, next part:
mol,IL2 activator,ATXN2 expr inh,EPAC2 agonist,A549 tox,Nrf2 ARE act,HepG2 tox,Nrf2 inh,ATXN viability,TGFb SMAD3 inh
O=C(/C=C/c1ccc(O)c(O)c1)c1ccc(S(=O)(=O)N2CCCCCC2)cc1,0.7,-21%,-1%,-18%,?,-69%,18%,i,-91%
Cc1ccc(S(=O)(=O)N(CC(=O)NCc2ccccc2Cl)C(=O)N2CCN(C)CC2)cc1,4.9,-1%,-3%,10%,-0.2%,4%,19%,i,-24%
COc1ccccc1C1CC(c2ccc(C)cc2)Nc2ncnn21 (configuration not stated),-0.4,-9%,2%,0%,-0.3%,-14%,4%,?,-8%
COC(=O)/C(C#N)=C1/C=Cc2ccccc2N1,0.2,35%,-2%,-1%,?,-3%,?,i,8%
O=C(NNc1c(Cl)cccc1Cl)c1sccc1Cl,-0.7,16%,2%,0%,17%,-40%,1%,i,-16%
Cc1ccc(-c2nn[nH]n2)cc1Cl,-2.5,-8%,9%,1%,-0.1%,7%,-10%,i,?
O=C(NC(=O)c1ccc(Cl)c(Cl)c1)OC1CCS(=O)(=O)C1 (configuration not stated),-1.2,4%,0%,-12%,0.3%,-2%,-7%,i,36%[activator]
CCCc1nc(SCC(=O)N2CCOCC2)c2c(C)c(C)sc2n1,0.0,1%,6%,0%,-0.2%,1%,-1%,i,0%
COCCSc1nnc(NC(=O)C2CC(=O)N(c3ccc(OC)cc3)C2)s1 (configuration not stated),6.0,·,10%,1%,2.4%,21%,1%,i,-12%
CC1CCc2c(sc3ncnc(NS(=O)(=O)c4cccs4)c23)C1 (configuration not stated),-2.8,-11%,-6%,-7%,0.1%,7%,-5%,i,16%
Cc1cc(/C=C(\C#N)C(=O)Nc2ccccc2F)c(C)[nH]1,-0.1,53%[activator],-4%,-8%,0.2%,3%,?,·,13%
CCOCCc1nn2c(=O)cc(CSCC(=O)Nc3cc(C)cc(C)c3)nc2s1,1.2,5%,2%,-7%,-0.2%,-1%,-9%,i,-6%
COc1ccc(CN2C(=O)CCC(C(=O)O)C2c2ccccc2)cc1 (configuration not stated),1.1,6%,9%,7%,2.5%,-1%,2%,i,0%
Cc1nc(Cl)sc1C(=O)Nc1ccccc1,-3.4,-10%,10%,0%,?,5%,2%,i,23%
Cc1nc2ccc([N+](=O)[O-])cc2[nH]1,-0.1,5%,11%,-1%,-0.4%,-6%,1%,i,1%
O=C(Cn1c(C(=O)N2CCN(C3CCCCC3)CC2)cc2sccc21)c1ccccc1,-3.0,1%,12%,?,2.5%,-17%,·,?,-16%
COc1cccc(Cn2c(NCc3cccnc3)nc3c2c(=O)n(C)c(=O)n3C)c1,-3.5,?,4%,-15%,-0.1%,-74%,?,i,?
Nn1c(SCC(=O)NC2CCS(=O)(=O)C2)nnc1-c1ccco1 (configuration not stated),0.8,9%,11%,-11%,0.4%,27%,23%,i,-7%
CC(C)Oc1ccccc1C1Nc2ccccc2C(=O)N1c1ccc2c(c1)OCCO2 (configuration not stated),-0.1,-34%,15%,-19%,0.8%,-32%,?,i,14%
COc1ccc(C(=O)c2ccccc2)c(OCC(=O)NC2CC2)c1,-3.6,-36%,0%,0%,-0.6%,4%,10%,i,-2%

# Next structures follow:
mol,IL2 activator,ATXN2 expr inh,EPAC2 agonist,A549 tox,Nrf2 ARE act,HepG2 tox,Nrf2 inh,ATXN viability,TGFb SMAD3 inh
COc1ccc(C2C(=O)N(CCc3ccccc3)CC(=O)N2C2CCCC2)cc1 (configuration not stated),-2.9,-11%,11%,-2%,-0.2%,1%,9%,i,-16%
CCCC(C(=O)NCC1CCCO1)N(Cc1ccco1)C(=O)CNS(=O)(=O)c1ccc(F)cc1 (configuration not stated),-0.6,3%,5%,-1%,0.6%,10%,?,i,23%
O=C(NCc1ccccc1Cl)NC(=O)c1csc([N+](=O)[O-])c1,-0.3,-13%,-1%,4%,-0.8%,1%,8%,i,0%
CCn1nc(C)c([N+](=O)[O-])c1C(=O)NNC(=O)c1ccccc1Cl,0.9,-5%,7%,-12%,0.2%,10%,-1%,i,2%
CCN(c1ccc(OC)cc1)S(=O)(=O)c1nnc(NC(=O)COc2ccccc2)s1,-0.7,·,-3%,1%,-0.5%,-1%,?,i,-26%
COc1ccc(CCNC(=O)c2cnc3ccccc3n2)cc1,-1.5,40%[activator],3%,5%,2.8%,-2%,0%,i,2%
O=C(Cn1ncc2c([nH]c3ccccc32)c1=O)N1CCN(c2ccc(F)cc2)CC1,-0.9,11%,8%,0%,0.3%,1%,-7%,i,-1%
COc1ccc(/C=C/C(=O)O)cc1S(=O)(=O)N1CCC(Cc2ccccc2)CC1,-1.0,-7%,0%,2%,4.1%,-10%,?,i,-4%
COc1ccc(CN(Cc2ccco2)C(=O)c2ccccc2F)cc1,·,·,·,3%,0.5%,-15%,-11%,·,0%
Nn1c(SCC(=O)NC2CCS(=O)(=O)C2)nc2scc(-c3ccccc3)c2c1=O (configuration not stated),-0.2,-18%,11%,14%,0.1%,-9%,-14%,i,-7%
O=C(Nc1ccon1)c1cnc2sccn2c1=O,-0.7,5%,6%,3%,13%,-20%,9%,i,3%
Cc1nn2c(=O)cc(COC(=O)c3cccs3)nc2s1,·,13%,·,0%,5.2%,4%,?,i,-2%
COc1ccc(C(=O)NC(=S)NCc2ccco2)cc1,-4.6,22%,14%,2%,0.6%,-23%,-2%,i,17%
Cc1cc(OCC(=O)Nc2sc3c(c2C#N)CC(C)(C)NC3(C)C)c(C(C)C)cc1Cl,0.5,·,-10%,2%,0.2%,-22%,-1%,?,23%

# Sorted by the number under IL2 activator (high to low): three from the list above.
Structure | IL2 activator | TGFb SMAD3 inh
Cc1cc(/C=C(\C#N)C(=O)Nc2ccccc2F)c(C)[nH]1 | -0.1 | 13%
CC[C@@H]1CC2=C(C(=O)OC(C)(C)O2)[C@H](c2ccc(Cl)cc2)O1 | -0.4 | ?
C[C@H]1CN([C@@H](C)CO)C(=O)c2cccc(NC(=O)Nc3ccc(C(F)(F)F)cc3)c2O[C@@H]1CN(C)Cc1ccc(Cl)c(Cl)c1 | -0.8 | ?
